TLR9-MyD88 inh = inhibitors of human TLR9-MyD88 binding. 0.21% of 340,000 active. CHO BLA complementation TLR9-MyD88, CCF4 FRET ratio. Q9NR96+Q99836. inhibition, % at 4.98 µM. AID 504734;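 active = inhibition above the mean over all tested compounds plus 3 SD, cut at about 21% in these data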;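 also: 0% = DMSO only wells and 100% = clavulanate BLA inhibitor control wells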
SRC1 inh = human NCOA1 inhibition | Q15788 | 0.12% of 360,000 active | inhibition, % at 3.6 µM | HEK293 GAL4-SRC1 luciferase reporter, luminescence;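 active = inhibition above the campaign mean plus 3 SD, with each screening campaign given its own cutoff, cut at about 60% in these data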;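 also: 0% = DMSO treated cells and 100% = gossypol at 36 µM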
ABHD5-PLIN5 inh = blocks binding of human ABHD5 to perilipin-5; Split G. princeps luciferase complementation, luminescence, 4 h; inhibition, % at 4 µM; 0.78% of 360,000 active; AID 602281;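 active = inhibition above the mean inhibition across every tested compound plus 3 SD, cut at about 22% in these data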;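 also: 0% = DMSO only wells and the 100% control is not disclosed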
Target sequence (Q00G26 whole entry, looked up): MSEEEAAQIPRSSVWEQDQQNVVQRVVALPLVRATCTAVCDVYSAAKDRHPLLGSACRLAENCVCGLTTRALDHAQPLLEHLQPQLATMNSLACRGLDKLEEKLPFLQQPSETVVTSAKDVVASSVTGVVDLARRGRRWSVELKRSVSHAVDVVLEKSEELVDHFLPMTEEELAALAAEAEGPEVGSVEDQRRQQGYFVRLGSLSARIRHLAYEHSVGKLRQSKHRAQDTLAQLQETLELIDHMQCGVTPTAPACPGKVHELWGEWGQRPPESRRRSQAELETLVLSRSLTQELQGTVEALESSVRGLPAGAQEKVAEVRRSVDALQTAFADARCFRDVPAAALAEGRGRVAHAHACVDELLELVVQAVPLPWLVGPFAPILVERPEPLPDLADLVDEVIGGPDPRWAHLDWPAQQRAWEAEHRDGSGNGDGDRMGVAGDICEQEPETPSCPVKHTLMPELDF
Target sequence (Q8WTS1 whole entry, looked up): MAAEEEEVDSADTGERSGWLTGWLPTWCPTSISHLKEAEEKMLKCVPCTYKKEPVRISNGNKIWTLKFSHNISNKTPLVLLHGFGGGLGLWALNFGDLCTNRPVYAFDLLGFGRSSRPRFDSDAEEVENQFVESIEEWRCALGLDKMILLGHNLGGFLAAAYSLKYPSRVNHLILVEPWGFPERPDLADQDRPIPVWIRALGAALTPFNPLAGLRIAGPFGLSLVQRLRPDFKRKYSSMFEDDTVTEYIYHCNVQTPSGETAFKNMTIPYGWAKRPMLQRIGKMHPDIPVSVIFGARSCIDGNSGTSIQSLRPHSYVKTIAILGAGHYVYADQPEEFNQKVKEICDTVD
NOD2 RIPK2 PPI = NOD2-RIPK2 protein interaction inhibition | CHO BLA complementation NOD2-RIPK2, CCF4 ratio | inhibition, % at 4.98 µM | 0.38% of 360,000 active | AID 624267; in the data active = inhibition above about 21%;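 also: 0% = vehicle only and 100% = reference blocker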
NCOA3 inh = human NCOA3 inhibition; HEK293 GAL4-SRC3 luciferase reporter, luminescence; inhibition, % at 3.6 µM; 0.17% of 360,000 active;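 active = inhibition above a per-campaign cutoff, the mean of all compounds plus 3 SD, cut at about 60% in these data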;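 also: 0% = DMSO-treated cells and 100% = gossypol-treated cells at 36 µM; higher means less SRC3-driven luciferase light from the GAL4 reporter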
TWEAK Fn14 block = TWEAK-Fn14 signaling inhibition | TWEAK-stimulated Fn14 reporter cells, luciferase luminescence, 8 h | inhibition, % at 10 µM | 2% of 360,000 active | AID 1159606; in the data active = inhibition above about 50%
COUP-TFII inh = inhibitors of human COUP-TFII (NR2F2); HEK293T NGFI-A luciferase reporter, luminescence; inhibition, % at 8.6 µM; 0.7% of 370,000 active; P24468;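 active = inhibition above a per-plate cutoff, mean inhibition of test wells between control levels plus 3 SD, cut at about 38% in these data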;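 also: cells cotransfected with COUP-TFII expression vector driving the NGFI-A reporter; 0% = median of COUP-TF2 test wells and 100% = reporter-only cells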
NCOA2 inhibitor = inhibits human steroid receptor coactivator 2. Q15596. HEK293 GAL4-SRC2 luciferase reporter, luminescence. inhibition, % at 9 µM. 0.17% of 370,000 active;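 active = inhibition above the mean inhibition of all tested compounds plus 3 SD, set per campaign, cut at about 52% in these data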;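 also: 0% = DMSO treated cells and 100% = cells given Gossypol at 36 µM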
NR5A2 inv ag = NR5A2 inverse agonism in reporter assay; AID 602396; O00482; inhibition, % at 3.6 µM; 0.13% of 360,000 active; HEK293T StAR-luciferase reporter, LRH-1 transfected, 24 h;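 active = inhibition above the mean inhibition of all tested compounds plus 3 SD, cut at about 73% in these data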;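 also: 0% = DMSO wells and 100% = reporter-only cells lacking LRH-1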
Exocytosis inh = lytic granule exocytosis inhibition | TALL-104 LAMP-1 surface exposure, flow cytometry; cells stimulated with thapsigargin and PMA | inhibition, % at 10 µM | 0.66% of 360,000 active | AID 651702;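 active = inhibition above about 55%, limit read from the data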
TROY signal inh = blocks TROY-dependent signaling in reporter cells | Q293 LMP1-TROYcd NF-kB luciferase reporter, 4 h | inhibition, % at 10 µM | 0.98% of 360,000 active;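 active = compounds whose plate-normalised and pattern-corrected inhibition of the luciferase reporter signal at the single screening dose is 50% or more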
An asterisk follows results filed as active.

What do the screens show for `O=C(Cn1ccc(C(F)(F)F)n1)N=Nc1c(O)[nH]c2ccccc12`?
TLR9-MyD88 inh: 0; SRC1 inh: 0; ABHD5-PLIN5 inh: -4; NOD2 RIPK2 PPI: -3; NCOA3 inh: 5; TWEAK Fn14 block: -11; COUP-TFII inh: 12; NCOA2 inhibitor: -24; NR5A2 inv ag: 7; Exocytosis inh: 0; TROY signal inh: -11

How did CCc1ccc(NC(=O)c2cc(C)no2)cc1 do in these assays?
TLR9-MyD88 inh: 6; SRC1 inh: -72; ABHD5-PLIN5 inh: 3; NOD2 RIPK2 PPI: -2; NCOA3 inh: -75; TWEAK Fn14 block: -12; COUP-TFII inh: -21; NCOA2 inhibitor: -73; NR5A2 inv ag: -78; Exocytosis inh: 4; TROY signal inh: -77

What do the screens show for `O=C(CN1CCN(c2ccc(O)cc2)CC1)Nc1ccccc1C(=O)NCCc1ccccc1`?
TLR9-MyD88 inh: -14; SRC1 inh: -8; ABHD5-PLIN5 inh: 8; NOD2 RIPK2 PPI: 7; NCOA3 inh: -20; TWEAK Fn14 block: 10; COUP-TFII inh: -25; NCOA2 inhibitor: -19; NR5A2 inv ag: -5; Exocytosis inh: -2; TROY signal inh: -24

Results for CC1(C)CNC(=O)c2sc(N3CCOCC3)nc2C1 ?
TLR9-MyD88 inh: -2; SRC1 inh: -1; ABHD5-PLIN5 inh: 2; NOD2 RIPK2 PPI: -12; NCOA3 inh: 17; TWEAK Fn14 block: -1; COUP-TFII inh: -19; NCOA2 inhibitor: -4; NR5A2 inv ag: 10; Exocytosis inh: 4; TROY signal inh: -45

How did CCC(C)Sc1nnc(-c2c[nH]c3ccccc23)n1CCOC (stereo not given) do in these assays?
TLR9-MyD88 inh: -6; SRC1 inh: -8; ABHD5-PLIN5 inh: 1; NOD2 RIPK2 PPI: 2; NCOA3 inh: 14; TWEAK Fn14 block: -26; COUP-TFII inh: 16; NCOA2 inhibitor: -5; NR5A2 inv ag: 5; Exocytosis inh: 5; TROY signal inh: 3

How did O=C(CN1CCCCC1)Nc1nnc(-c2ccc([N+](=O)[O-])cc2)s1 do in these assays?
TLR9-MyD88 inh: -2; SRC1 inh: -22; ABHD5-PLIN5 inh: 0; NOD2 RIPK2 PPI: -5; NCOA3 inh: -26; TWEAK Fn14 block: -5; COUP-TFII inh: -9; NCOA2 inhibitor: -39; NR5A2 inv ag: -75; Exocytosis inh: 5; TROY signal inh: 6

How did CC(=O)Nc1ccc(OC(=O)c2ccc(Cl)cc2)cc1 do in these assays?
TLR9-MyD88 inh: 3; SRC1 inh: -26; ABHD5-PLIN5 inh: 8; NOD2 RIPK2 PPI: -3; NCOA3 inh: 7; TWEAK Fn14 block: 41; COUP-TFII inh: -18; NCOA2 inhibitor: 0; NR5A2 inv ag: -32; Exocytosis inh: 19; TROY signal inh: -28

Results for CC1(C)NC(=O)N(CN2C(=O)NC(C)(C)C2=O)C1=O ?
TLR9-MyD88 inh: -9; SRC1 inh: 4; ABHD5-PLIN5 inh: 3; NOD2 RIPK2 PPI: -1; NCOA3 inh: -8; TWEAK Fn14 block: -5; COUP-TFII inh: 11; NCOA2 inhibitor: -25; NR5A2 inv ag: 16; Exocytosis inh: 0; TROY signal inh: 3

Results for O=C(N/C(=C\c1ccc(-c2ccccc2)o1)C(=O)N1CCOCC1)c1ccccc1 ?
TLR9-MyD88 inh: -1; SRC1 inh: -5; ABHD5-PLIN5 inh: -6; NOD2 RIPK2 PPI: 6; NCOA3 inh: 8; TWEAK Fn14 block: -10; COUP-TFII inh: 2; NCOA2 inhibitor: 16; NR5A2 inv ag: -4; Exocytosis inh: 0; TROY signal inh: -4

How did COc1ccc(C(=O)NNC(=O)c2cc3cc(OC)ccc3oc2=O)cc1 do in these assays?
TLR9-MyD88 inh: 2; SRC1 inh: -1; ABHD5-PLIN5 inh: 0; NOD2 RIPK2 PPI: 0; NCOA3 inh: 0; TWEAK Fn14 block: -13; COUP-TFII inh: 7; NCOA2 inhibitor: 1; NR5A2 inv ag: 7; Exocytosis inh: -3; TROY signal inh: -5

How did COc1ccccc1N(C(C)=O)c1nc(C)cc(C)c1C#N do in these assays?
TLR9-MyD88 inh: 5; SRC1 inh: 14; ABHD5-PLIN5 inh: 2; NOD2 RIPK2 PPI: -13; NCOA3 inh: 9; TWEAK Fn14 block: 1; COUP-TFII inh: -4; NCOA2 inhibitor: -17; NR5A2 inv ag: 16; Exocytosis inh: 0; TROY signal inh: 0

What do the screens show for `c1ccc(CNc2nc(-c3cccnc3)nc3ccccc23)cc1`?
TLR9-MyD88 inh: 8; SRC1 inh: -7; ABHD5-PLIN5 inh: 6; NOD2 RIPK2 PPI: -5; NCOA3 inh: 2; TWEAK Fn14 block: -7; COUP-TFII inh: -12; NCOA2 inhibitor: 7; NR5A2 inv ag: 8; Exocytosis inh: 8; TROY signal inh: 6

Results for COc1cc(C(=O)N[C@H](C(=O)NC2CCCc3ccccc32)C(C)C)cc(OC)c1OC (stereo not given in full) ?
TLR9-MyD88 inh: -18; SRC1 inh: 1; ABHD5-PLIN5 inh: -9; NOD2 RIPK2 PPI: 2; NCOA3 inh: -27; TWEAK Fn14 block: -5; COUP-TFII inh: -1; NCOA2 inhibitor: -26; NR5A2 inv ag: 15; Exocytosis inh: 0; TROY signal inh: 4

Results for O=C(NNC(=O)c1ccccc1Cl)c1ccc(-n2cncn2)c([N+](=O)[O-])c1 ?
TLR9-MyD88 inh: 13; SRC1 inh: -11; ABHD5-PLIN5 inh: -4; NOD2 RIPK2 PPI: 3; NCOA3 inh: 4; TWEAK Fn14 block: 13; COUP-TFII inh: 4; NCOA2 inhibitor: -4; NR5A2 inv ag: -5; Exocytosis inh: 1; TROY signal inh: 6

What do the screens show for `CC(=O)Nc1ccc(NC(=O)CN(c2ccc(C(C)C)cc2)S(=O)(=O)c2ccccc2)cc1`?
TLR9-MyD88 inh: 0; SRC1 inh: -40; ABHD5-PLIN5 inh: 2; NOD2 RIPK2 PPI: 10; NCOA3 inh: -9; TWEAK Fn14 block: 2; COUP-TFII inh: 2; NCOA2 inhibitor: -3; NR5A2 inv ag: -1; Exocytosis inh: -3; TROY signal inh: -2

How did CCCCOc1ccc(-c2cn3ccccc3n2)cc1[N+](=O)[O-] do in these assays?
TLR9-MyD88 inh: -6; SRC1 inh: -184; ABHD5-PLIN5 inh: -3; NOD2 RIPK2 PPI: 10; NCOA3 inh: -128; TWEAK Fn14 block: -69; COUP-TFII inh: -61; NCOA2 inhibitor: -84; NR5A2 inv ag: -142; Exocytosis inh: 0; TROY signal inh: -75

How did C=CCN1C(=O)C2(OCCCO2)c2ccccc21 do in these assays?
TLR9-MyD88 inh: 6; SRC1 inh: 2; ABHD5-PLIN5 inh: -11; NOD2 RIPK2 PPI: 0; NCOA3 inh: 4; TWEAK Fn14 block: -2; COUP-TFII inh: 10; NCOA2 inhibitor: 4; NR5A2 inv ag: -1; Exocytosis inh: 1; TROY signal inh: 5

Results for Cc1ccc(CNC(=O)c2c(-c3ccccc3)noc2C)cc1 ?
TLR9-MyD88 inh: -15; SRC1 inh: -2; ABHD5-PLIN5 inh: 2; NOD2 RIPK2 PPI: -3; NCOA3 inh: -5; TWEAK Fn14 block: 5; COUP-TFII inh: 7; NCOA2 inhibitor: 8; NR5A2 inv ag: 6; Exocytosis inh: -9; TROY signal inh: 15

How did OCc1nn2c(c1Br)NC(c1ccccc1)CC2C(F)(F)F (stereo not given) do in these assays?
TLR9-MyD88 inh: 6; SRC1 inh: 0; ABHD5-PLIN5 inh: 3; NOD2 RIPK2 PPI: 0; NCOA3 inh: -16; TWEAK Fn14 block: 6; COUP-TFII inh: 6; NCOA2 inhibitor: 9; NR5A2 inv ag: -4; Exocytosis inh: -1; TROY signal inh: -25

Results for O=C(C[C@H]1C[C@H](C(=O)N2CCCCC2)[C@@]2(CCc3ccccc3)c3[nH]c4ccc(Cl)cc4c3CCN2C1=O)NCCCn1ccnc1 ?
TLR9-MyD88 inh: -8; SRC1 inh: -5; ABHD5-PLIN5 inh: -7; NOD2 RIPK2 PPI: 0; NCOA3 inh: 10; TWEAK Fn14 block: 32; COUP-TFII inh: -10; NCOA2 inhibitor: 4; NR5A2 inv ag: 12; Exocytosis inh: 35; TROY signal inh: 55*

Results for COc1ccc(NC(=O)c2cc3ccccn3n2)cc1 ?
TLR9-MyD88 inh: -3; SRC1 inh: -97; ABHD5-PLIN5 inh: 6; NOD2 RIPK2 PPI: -16; NCOA3 inh: -72; TWEAK Fn14 block: 63*; COUP-TFII inh: -19; NCOA2 inhibitor: -73; NR5A2 inv ag: -134; Exocytosis inh: 8; TROY signal inh: -5

How did CCC1(CC)C(=O)C2=C3C1[C@H](C(=O)OC)C=C(C(=O)OC)C[C@H]3n1c(=O)n(C)c(=O)n1[C@H]2C (stereo not given in full) do in these assays?
TLR9-MyD88 inh: -1; SRC1 inh: 0; ABHD5-PLIN5 inh: 0; NOD2 RIPK2 PPI: -5; NCOA3 inh: 6; TWEAK Fn14 block: -3; COUP-TFII inh: -18; NCOA2 inhibitor: -8; NR5A2 inv ag: 12; Exocytosis inh: 6; TROY signal inh: -12

Results for O=C(CSc1nccn1-c1ccccc1)c1ccc(Br)cc1 ?
TLR9-MyD88 inh: 0; SRC1 inh: -5; ABHD5-PLIN5 inh: -2; NOD2 RIPK2 PPI: -14; NCOA3 inh: -7; TWEAK Fn14 block: -58; COUP-TFII inh: 2; NCOA2 inhibitor: -8; NR5A2 inv ag: -36; Exocytosis inh: 2; TROY signal inh: -52

How did CCn1cc(/C=C/C(=O)Nc2ccn(Cc3c(F)c(F)c(F)c(F)c3F)n2)cn1 do in these assays?
TLR9-MyD88 inh: -5; SRC1 inh: -6; ABHD5-PLIN5 inh: -6; NOD2 RIPK2 PPI: -10; NCOA3 inh: 14; TWEAK Fn14 block: -8; COUP-TFII inh: 1; NCOA2 inhibitor: -27; NR5A2 inv ag: 3; Exocytosis inh: -1; TROY signal inh: -21

How did CC(C)(C)c1ccccc1NC(=O)c1ccco1 do in these assays?
TLR9-MyD88 inh: 0; SRC1 inh: 6; ABHD5-PLIN5 inh: 0; NOD2 RIPK2 PPI: -7; NCOA3 inh: 22; TWEAK Fn14 block: 14; COUP-TFII inh: 5; NCOA2 inhibitor: -5; NR5A2 inv ag: -21; Exocytosis inh: -2; TROY signal inh: 15

Entries shown so far that have bromine, in the order listed:
How did OCc1nn2c(c1Br)NC(c1ccccc1)CC2C(F)(F)F (stereo not given) do in these assays?
TLR9-MyD88 inh: 6; SRC1 inh: 0; ABHD5-PLIN5 inh: 3; NOD2 RIPK2 PPI: 0; NCOA3 inh: -16; TWEAK Fn14 block: 6; COUP-TFII inh: 6; NCOA2 inhibitor: 9; NR5A2 inv ag: -4; Exocytosis inh: -1; TROY signal inh: -25

Results for O=C(CSc1nccn1-c1ccccc1)c1ccc(Br)cc1 ?
TLR9-MyD88 inh: 0; SRC1 inh: -5; ABHD5-PLIN5 inh: -2; NOD2 RIPK2 PPI: -14; NCOA3 inh: -7; TWEAK Fn14 block: -58; COUP-TFII inh: 2; NCOA2 inhibitor: -8; NR5A2 inv ag: -36; Exocytosis inh: 2; TROY signal inh: -52

Some of the compounds tested (hit frequency here may not be typical).
